Screens (PubChem)
FLuc inh = inhibitors of firefly luciferase; Potency, µM (highest dose often 57.1 µM), for inactives: at the top dose activity change, negative = inhibition, actives largely listed as inhibitors; purified firefly luciferase, luminescence, 8 min; P08659; 72,000 compounds, 2.2% hits; further: potency means the concentration at half of the fitted maximal effect; on the % scale 0 is the no-effect control and ±100 the full control effect; nearly all actives have a fitted effect of over 40% in size
Target sequence (P08659 whole entry, looked up): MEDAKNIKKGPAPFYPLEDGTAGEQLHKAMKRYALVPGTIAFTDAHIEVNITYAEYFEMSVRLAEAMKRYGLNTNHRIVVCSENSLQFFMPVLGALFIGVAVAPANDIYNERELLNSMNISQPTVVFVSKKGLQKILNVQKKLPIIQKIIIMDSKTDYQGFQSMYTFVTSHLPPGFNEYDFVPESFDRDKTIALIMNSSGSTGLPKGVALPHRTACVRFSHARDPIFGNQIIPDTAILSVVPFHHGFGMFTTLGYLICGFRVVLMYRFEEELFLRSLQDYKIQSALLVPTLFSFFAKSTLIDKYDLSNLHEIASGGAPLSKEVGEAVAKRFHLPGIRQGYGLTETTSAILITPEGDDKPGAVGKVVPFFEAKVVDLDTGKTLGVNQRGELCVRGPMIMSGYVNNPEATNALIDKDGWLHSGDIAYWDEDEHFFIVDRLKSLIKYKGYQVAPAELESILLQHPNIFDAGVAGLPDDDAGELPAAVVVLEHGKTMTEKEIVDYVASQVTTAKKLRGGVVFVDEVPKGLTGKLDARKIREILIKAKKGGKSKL
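Substrate buffer containing 10 uM ATP (pH 7.2 imidazole, Mg2+, KCl, detergent, BSA) is dispensed, compound pinned in, then luciferase/luciferin detector mix added. After 8 min at ambient temperature, light output is measured.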
4-MU autofl = compound fluoresces in the 4-MU spectral region; max dye-equivalent concentration, M; 59,000 compounds, 11% hits; AID 589; compound autofluorescence, 340/450 nm, 4-MU equivalents; hits give high values; in the data active means max dye-equivalent concentration above about 10 nM; inconclusive means mostly about 1.1 nM to 9.6 nM
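Intrinsic fluorescence at 340/450 nm (ex/em) was read after 15 min at room temperature in pH 8.0, 100 mM Tris. Each compound concentration expressed as 4-MU-equivalent concentration from a six-point 4-MU standard series on each plate.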
Fluorescein autfl = fluorescein region autofluorescence | Compound autofluorescence, 480/540 nm, fluorescein-equivalent; hits give high values | max fluorescein-equivalent concentration, M | 59,000 compounds, 0.91% hits | AID 593; in the data active means max fluorescein-equivalent concentration above about 10 nM; inconclusive means between about 1.1 nM and that limit
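In this qHTS profile, compound fluorescence was measured with a 480 nm/540 nm filter pair following a 15-min room-temperature incubation in 100 mM Tris (pH 8.0). A six-point fluorescein series on each plate served for normalization.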
GFP derepression = derepresses silenced GFP locus in mouse C127i cells; mouse C127i GFP locus derepression, cytometry, 30 h; Potency, µM (highest dose often 46.1 µM), for the others: top-dose GFP derepression (activation); 68,000 compounds, 0.09% hits; AID 597; further: % of control where 0% means no effect
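Locus derepression in mouse mammary C127i cells whose integrated CMV-GFP reporter is normally silent; GFP expression after 30 h compound treatment was quantified by counting fluorescent cells.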
Hsp90 Hop PPI = changes Hsp90-Hop TPR2A binding signal, up or down; AlphaScreen TPR2A-His6 binding biotin-Hsp90 C-terminal peptide; Potency, µM (series often up to 57 µM), for the others: top-dose activity change, negative = inhibition; 71,000 compounds, 0.44% hits; AID 595; active means well fitted curve in either direction with a large enough effect; inconclusive means small, poorly fitted or top-dose-only effect, or another doubt; further: potency means the concentration at half of the fitted maximal effect; on the % scale 0 is the no-effect control and ±100 the full control effect; many of its hits are not listed in these tables
TexasRed autofl = compounds fluorescent in Texas Red spectral region. Compound fluorescence, Texas Red channel, 547/618 nm; hits give high values. max dye-equivalent concentration, M. 59,000 compounds, 0.06% hits; in the data active means max dye-equivalent concentration above about 10 nM; inconclusive means between about 1.1 nM and that limit
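Spectral interference profiling: each compound concentration's relative fluorescence, read with a 547 nm excitation and 618 nm emission filter pair, was normalized to a per-plate Texas Red standard curve.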
HBB splice mod = alters splicing of the hemoglobin beta chain | HBB splicing reporter cell assay, activation; EGFP reporter with mutant IVS2-654 intron; response scale: normalised to 500 nM splice-correcting PNA | Potency, µM (highest dose often 46.1 µM), for the others: top-dose activation, most hits filed as activators | AID 925 | 65,000 compounds, 0.06% hits; further: potency means the concentration at half of the fitted maximal effect; 0% is about no effect
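Compounds were applied for 2 days to HeLa EGFP-654 cells, 500/well in Optimem with 2% FCS. The reporter's EGFP is disrupted by mis-splicing of beta-globin intron IVS2-654. Readout: summed well GFP fluorescence from 488 nm laser scanning; reference was 500 nM antisense […] 654 PNA.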
ERK AVP inh = vasopressin-driven ERK pathway inhibition | HEK293-V1b, vasopressin-stimulated pERK AlphaScreen | Potency, µM (series often up to 57.5 µM), inactives show top-dose activity, negative = inhibition, actives largely listed as inhibitors | 72,000 compounds, 0.99% hits | AID 995; further: potency means the concentration at half of the fitted maximal effect; on the % scale 0 is the no-effect control and ±100 the full control effect; nearly all actives have a fitted effect of over 55% in size
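Overnight-seeded V1b-HEK293 cells in 1% FBS got compound, then vasopressin (25 nM final, 5 min, 37C), then lysis buffer. AlphaScreen detection of phospho-ERK; activity normalized to basal and full-stimulation controls.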
CRE-bla Fsk = modulators of forskolin-stimulated CRE signaling in CHO cells. CHO CRE-bla reporter (cAMP response element driving beta-lactamase), forskolin EC10, beta-lactamase ratio. Potency, µM (series often up to 38.2 µM), inactives show top-dose activity change, negative = inhibition, hits mostly activators. 71,000 compounds, 2.5% hits. AID 662; active means well fitted activation curve with a large enough effect in the signal ratio, with a control signal flat, not every such curve was filed as active; inconclusive means small, poorly fitted or top-dose-only effect, or effect the other way, or a change in a side signal; the % refers to the signal ratio; further: potency means the concentration at half of the fitted maximal effect; % of control where 0% means no effect
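AC50 values, positive or negative, reflect shifts in EC10 NKH 477-induced CRE-bla reporter activity in CHO cells. Incubation lasted 3 h at 37 °C before CCF4 substrate (2 h, room temperature) and ratiometric 460/530 nm reading.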
Ub-GFP proteasome = proteasome inhibitors stabilizing ubiquitin-GFP reporter | Potency, µM (top dose mostly 45.9 µM), for the others: at the top dose activation (GFP accumulation), hits mostly activators | Ubiquitin-GFP reporter cells, proteasome inhibition, GFP fluorescence; response scale: untreated = 0%, 10 µM MG-132 = 100% | 67,000 tested, under 10 active; active means well fitted activation curve with a large enough effect, not every such curve was filed as active; inconclusive means small, poorly fitted or top-dose-only effect, or another doubt; inactive means no such curve, though single readings can be large or run the other way; further: potency means the concentration at half of the fitted maximal effect
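GFP accumulation read-out: laser plate cytometry counting ubiquitin(G76V)-GFP-expressing U2OS cells after 4 hr compound exposure at 37 °C. Titrations spanned 46 uM to 2.9 nM; 0% = basal, 100% = 10 uM MG-132; concentration-response curves fitted.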
A350 autofl = compound fluoresces in the Alexa 350 spectral region; Compound autofluorescence, 340/450 nm, Alexa 350 dye-equivalents; hits give high values; max dye-equivalent concentration, M; 59,000 compounds, 11% hits; AID 590; in the data active means max dye-equivalent concentration above about 10 nM; inconclusive means mostly about 1.1 nM to 9.6 nM
Numbers without * were called inactive; [ ] = dose if it differs, or a comment. Unless noted, the call rests on the fitted dose curve; in most records, active means well fitted curve in the direction sought with a large enough effect; inconclusive means small, poorly fitted or top-dose-only effect, or another doubt; inactive means no such curve, though single readings can be large; an effect the other way counts as inactive or inconclusive. A portion of the library; rates above refer to the full screens.

`COc1cccc(-c2nc(CS(=O)CC(=O)NCc3ccc4c(c3)OCO4)c(C)o2)c1` (stereo unspecified) gave FLuc inh 2.0%, Hsp90 Hop PPI -1.3%[2.3 µM], HBB splice mod -0.7%, ERK AVP inh inconclusive, CRE-bla Fsk -4.9% and Ub-GFP proteasome 2.9%.
`N#Cc1cccc(-c2nc3cnc(N4CCOCC4)nc3n(C3CC3)c2=O)c1` gave FLuc inh -0.5%[11.4 µM], 4-MU autofl 2.09e-08M*, Fluorescein autfl inactive, GFP derepression 13.5%[9.22 µM], Hsp90 Hop PPI -3.7%, TexasRed autofl inactive, HBB splice mod 3.2%, ERK AVP inh -10.6%, CRE-bla Fsk 2µM*, Ub-GFP proteasome 2.0% and A350 autofl 2.66e-08M*.
Cc1cc(N)n(-c2nc(-c3cccnc3)nc3ccccc23)n1 was read as FLuc inh -0.6%, 4-MU autofl inconclusive, Fluorescein autfl inactive, GFP derepression -2.8%, Hsp90 Hop PPI -5.6%, TexasRed autofl inconclusive, HBB splice mod -0.1%[57.5 µM], ERK AVP inh 18.1%, CRE-bla Fsk 7.94µM*, Ub-GFP proteasome 2.2% and A350 autofl inconclusive.
`COc1ccc(-c2cc(=O)oc3cc(OCc4nn[nH]n4)ccc23)cc1` gave FLuc inh 0.8%, 4-MU autofl 1.02e-08M*, Fluorescein autfl inactive, GFP derepression -0.6%, Hsp90 Hop PPI -4.4%, TexasRed autofl inactive, HBB splice mod -4.0%[57.5 µM], ERK AVP inh -1.9%, CRE-bla Fsk -8.9%, Ub-GFP proteasome 6.3% and A350 autofl 1.27e-08M*.
CCN(CC)S(=O)(=O)c1csc(C(=O)Nc2ccccn2)c1 was read as FLuc inh -1.0%, 4-MU autofl inconclusive, Fluorescein autfl inconclusive, GFP derepression -2.3%, Hsp90 Hop PPI -1.8%, TexasRed autofl inactive, HBB splice mod -0.1%[57.5 µM], ERK AVP inh inconclusive, CRE-bla Fsk -1.7%, Ub-GFP proteasome -8.0% and A350 autofl inconclusive.
Screening O=C(Nc1nc(-c2ccc3c(c2)OCCO3)cs1)c1ccc(S(=O)(=O)N2CCCCC2)cc1 returned FLuc inh -35.8%, 4-MU autofl 3.56e-08M*, Fluorescein autfl inconclusive, GFP derepression -0.1%, Hsp90 Hop PPI -3.6%, TexasRed autofl inactive, HBB splice mod -0.4%, ERK AVP inh -1.0%, CRE-bla Fsk inconclusive, Ub-GFP proteasome -2.9% and A350 autofl 4.33e-08M*.
For Cc1ccc(S(=O)(=O)Nc2cccc3ncccc23)s1 the results were FLuc inh 1.3%, 4-MU autofl inactive, Fluorescein autfl inactive, GFP derepression 0.4%, Hsp90 Hop PPI inconclusive, TexasRed autofl inactive, HBB splice mod -3.2%[57.5 µM], ERK AVP inh 15.6%, CRE-bla Fsk inconclusive, Ub-GFP proteasome -6.0% and A350 autofl inactive.
For O=C(CSc1nc2ncccc2[nH]1)c1ccc(F)cc1 the results were FLuc inh 7.8%, 4-MU autofl inactive, Fluorescein autfl inactive, GFP derepression 0.0%, Hsp90 Hop PPI -3.3%, TexasRed autofl inactive, HBB splice mod -1.9%[57.5 µM], ERK AVP inh -1.5%, CRE-bla Fsk 0.9%, Ub-GFP proteasome -4.3% and A350 autofl inactive.
Screening O=C(CSc1nc2c(c(=O)n1-c1ccc(F)cc1)SCC2)NCc1ccco1 returned FLuc inh 1.4%, 4-MU autofl inactive, Fluorescein autfl inactive, GFP derepression 1.9%, Hsp90 Hop PPI -1.4%, TexasRed autofl inactive, HBB splice mod -0.5%, ERK AVP inh -5.7%, CRE-bla Fsk -4.1%, Ub-GFP proteasome 7.0% and A350 autofl inactive.
`Cc1nc2c(F)c(F)c(C(F)(F)F)c(F)c2[nH]1` gave FLuc inh 1.4%, 4-MU autofl inactive, Fluorescein autfl inactive, GFP derepression 2.2%, Hsp90 Hop PPI -5.1%, TexasRed autofl inactive, HBB splice mod 1.0%[0.369 µM], ERK AVP inh 9.9%, CRE-bla Fsk 5.1%, Ub-GFP proteasome 3.4% and A350 autofl inconclusive.
`N#CC1=C(c2ccccc2)N=P(N2CCOCC2)(N2CCOCC2)N=C1N1CCOCC1` gave FLuc inh 8.1%, 4-MU autofl inactive, Fluorescein autfl inactive, GFP derepression -0.1%, Hsp90 Hop PPI -5.2%, TexasRed autofl inactive, HBB splice mod 0.1%, ERK AVP inh 7.4%, CRE-bla Fsk -15.4%, Ub-GFP proteasome 0.0% and A350 autofl inactive.
Cc1nc2ncnn2c(N2CCN(c3cccc(C(F)(F)F)c3)CC2)c1C was read as FLuc inh 2.7%, 4-MU autofl inactive, Fluorescein autfl inactive, GFP derepression 0.0%, Hsp90 Hop PPI -2.5%, TexasRed autofl inactive, HBB splice mod -0.3%, ERK AVP inh 14.6%, CRE-bla Fsk -8.9%, Ub-GFP proteasome -16.1% and A350 autofl inactive.
`O=C(COC(=O)c1n[nH]c2ccccc12)NC(=O)NC12CC3CC(CC(C3)C1)C2` gave FLuc inh 1.1%, 4-MU autofl inactive, Fluorescein autfl inconclusive, GFP derepression -1.3%, Hsp90 Hop PPI -2.0%, TexasRed autofl inactive, HBB splice mod -0.3%[57.5 µM], ERK AVP inh 4.4%, CRE-bla Fsk -12.1%, Ub-GFP proteasome 3.0% and A350 autofl inactive.
For c1nc(NC2CCCCCC2)c2[nH]cnc2n1 the results were FLuc inh 0.1%, Hsp90 Hop PPI -8.4%, HBB splice mod 0.7%, CRE-bla Fsk -5.5% and Ub-GFP proteasome 3.6%.
`O=C1C2C3C=CC(C3)C2C(=O)N1c1ccc2c(c1)CCC2` (stereo unspecified) gave FLuc inh -21.3%, 4-MU autofl inactive, Fluorescein autfl inactive, GFP derepression 2.2%, Hsp90 Hop PPI -4.8%, TexasRed autofl inactive, HBB splice mod -0.4%[0.369 µM], ERK AVP inh -5.3%, CRE-bla Fsk 4.1%, Ub-GFP proteasome -0.2% and A350 autofl inactive.
CCOC(=O)c1ccc(COC(=O)c2cc3ccccc3oc2=O)o1 was read as FLuc inh -1.3%, 4-MU autofl 1.79e-08M*, Fluorescein autfl inconclusive, GFP derepression -1.6%, Hsp90 Hop PPI -0.5%, TexasRed autofl inconclusive, HBB splice mod -0.3%, ERK AVP inh -25.1%, CRE-bla Fsk -5.3%, Ub-GFP proteasome 2.6% and A350 autofl 2.17e-08M*.
For Cc1nn2c(-c3ccco3)nnc2c2ccccc12 the results were FLuc inh 4.3%, 4-MU autofl inactive, Fluorescein autfl inactive, GFP derepression 0.0%, Hsp90 Hop PPI -3.2%, TexasRed autofl inactive, HBB splice mod -0.9%, ERK AVP inh -4.6%, CRE-bla Fsk inconclusive, Ub-GFP proteasome -4.6% and A350 autofl inactive.
Cc1cccc(Nc2n[nH]c(=S)s2)c1C was read as FLuc inh -4.5%, 4-MU autofl inactive, Fluorescein autfl inactive, GFP derepression 0.0%, Hsp90 Hop PPI -8.6%, TexasRed autofl inactive, HBB splice mod -2.0%, ERK AVP inh -5.9%, CRE-bla Fsk inconclusive, Ub-GFP proteasome -0.9% and A350 autofl inactive.
`Cn1c(CSc2nc3ccccc3s2)n[nH]c1=S` gave FLuc inh -1.3%, GFP derepression 2.5%, Hsp90 Hop PPI -4.8%, HBB splice mod -4.0%, ERK AVP inh -17.4%, CRE-bla Fsk -11.3% and Ub-GFP proteasome -0.3%.
COc1ccc(N2CCN(CC(=O)N3CCC(C)CC3)CC2)cc1 was read as FLuc inh 0.7%, 4-MU autofl inactive, Fluorescein autfl inconclusive, GFP derepression -2.7%, Hsp90 Hop PPI -0.7%, TexasRed autofl inactive, HBB splice mod -0.1%[57.5 µM], ERK AVP inh 13.2%, CRE-bla Fsk 1.2%, Ub-GFP proteasome 1.0% and A350 autofl inconclusive.
Cc1cc(C(=O)OCc2nnc(-c3ccccc3)o2)c(C)n1-c1ccccc1 was read as FLuc inh -3.4%, 4-MU autofl inactive, Fluorescein autfl inactive, GFP derepression 0.0%, Hsp90 Hop PPI 2.0%, TexasRed autofl inactive, HBB splice mod 2.2%[1.84 µM], ERK AVP inh 5.1%, CRE-bla Fsk 28.6%, Ub-GFP proteasome 14.4% and A350 autofl inactive.
Screening COc1ccc(-c2c(C)oc3c(CN4CCN(C)CC4)c(O)ccc3c2=O)cc1 returned FLuc inh -0.5%, GFP derepression 0.0%, Hsp90 Hop PPI -3.6%, HBB splice mod 0.1%, ERK AVP inh -5.5%, CRE-bla Fsk 2.5% and Ub-GFP proteasome 13.9%.
`CC(=O)NC(CC(C)C)C(=O)NC(=O)NCc1ccccc1` (stereo unspecified) gave FLuc inh -0.5%, GFP derepression -1.5%, Hsp90 Hop PPI -3.4%[11 µM], HBB splice mod -3.7%[0.0738 µM], ERK AVP inh 22.7%, CRE-bla Fsk inconclusive and Ub-GFP proteasome -13.6%[9.17 µM].
Screening COc1ccc(-c2nc3cnc(Oc4cccc(Cl)c4)nc3n(CCC#N)c2=O)cc1 returned FLuc inh 0.4%[11.4 µM], 4-MU autofl inconclusive, Fluorescein autfl inconclusive, GFP derepression 5.1%[9.22 µM], Hsp90 Hop PPI -1.7%, TexasRed autofl inactive, HBB splice mod -0.8%, ERK AVP inh 5.0%, CRE-bla Fsk inconclusive, Ub-GFP proteasome 2.0% and A350 autofl 1.07e-08M*.
